JMJD2A Tudor inh: blocks the human JMJD2A Tudor domain; O75164; AlphaScreen JMJD2A-Tudor / H3K4me3 peptide binding; Potency, µM (highest dose often 114 µM), inactives show top-dose activity change, negative = inhibition, actives largely listed as inhibitors; 4.4% of 390,000 active; also: potency is read from the fitted curve at half-maximal effect; % is scaled to controls: 0 for no effect and ±100 for the full control effect; nearly all actives have a fitted effect of over 50% in size
ERG Ets-DNA blk: inhibitors of human ERG Ets domain-DNA interaction; P11308; fluorescence polarization, His-ERG Ets domain / labelled DNA; Potency, µM (doses to about 76.9 µM), without a hit: at the highest dose FP activity, negative = inhibition, actives largely listed as inhibitors; 0.028% of 370,000 active; active = well fitted inhibition curve with a large enough effect in the polarisation, with a control signal flat; inconclusive = small, poorly fitted or top-dose-only effect, or effect the other way, or a change in a side signal; inactive = no such curve, though single readings can be large or run the other way; the % refers to the polarisation;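 also: polarization taken with two DNA probes labelled with fluorescein and Texas red; potency is read from the fitted curve at half-maximal effect; % of control where 0% means no effect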
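His-tagged ERG Ets domain (1 uM in the protein solution; 300mM KCl, 50mM Tris-HCl, 1mM EDTA, 1mM DTT, pH 7.5) received compound, then a probe mix of 5 nM fluorescein-DNA and 100nM Texas-615-DNA. Fluorescence polarization was read for both dyes.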
GLS inhibitor: glutaminase GLS (human) inhibition; 0.21% of 410,000 active; Potency, µM (titrated, usually from 45.5 µM), for inactives: at the highest dose activity change, negative = inhibition, hits mostly inhibitors; AID 624170; GLS enzymatic activity, qHTS titration; also: potency is read from the fitted curve at half-maximal effect; % is scaled to controls: 0 for no effect and ±100 for the full control effect
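Glutamate formation by hKGA was monitored fluorometrically using coupled glutamate oxidase, HRP and Amplex Red. Substrate was added as 1 mM L-glutamine solution; incubation was 30 min at RT after an initial read.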
HP1b chromo inh: inhibitors of HP1-beta chromodomain binding to methylated histone tails. AID 540317. P83916. Potency, µM (titrated, usually from 114 µM), inactives show at the top dose activity change, negative = inhibition, most hits filed as inhibitors. AlphaScreen HP1-beta / biotin-H3K9me3 peptide binding. 0.56% of 390,000 active; also: potency is read from the fitted curve at half-maximal effect; nearly all actives have a fitted effect of over 70% in size; inactives centre near 23
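Compound inhibition of the preformed complex between 50 nM HP1-beta and 50 nM biotinylated H3K9me3 peptide was read by AlphaScreen. Buffer was PBS pH 7.4 with 0.01% Tween-20. Incubations ran 30 min at room temperature, with 10 ug/mL donor/acceptor beads.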
Pin1 inhibitor: inhibitors of human Pin1; AID 504891; Potency, µM (series often up to 115 µM), inactives show at the top dose activity, negative = inhibition, actives largely listed as inhibitors; Q13526; Pin1 FP peptide displacement, HiFluor488, 10 min; 0.009% of 390,000 active; active = well fitted inhibition curve with a large enough effect in the polarisation, with a control signal flat, not every such curve was filed as active; inconclusive = small, poorly fitted or top-dose-only effect, or effect the other way, or a change in a side signal; inactive = no such curve, though single readings can be large or run the other way; the % refers to the polarisation; also: potency is read from the fitted curve at half-maximal effect; % is scaled to controls: 0 for no effect and ±100 for the full control effect
Target sequence (Q13526 whole entry, looked up): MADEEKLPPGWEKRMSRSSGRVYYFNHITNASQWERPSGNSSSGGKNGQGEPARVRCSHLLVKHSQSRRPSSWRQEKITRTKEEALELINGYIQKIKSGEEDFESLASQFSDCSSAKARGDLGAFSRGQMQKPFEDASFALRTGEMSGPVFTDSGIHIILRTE
G9a inh: G9a (human) methyltransferase inhibition. G9a H3K9 monomethylation, AlphaScreen, 2 h. Potency, µM (top dose mostly 102 µM), inactives show top-dose activity, negative = inhibition, usual class: inhibitors. 8.8% of 350,000 active; also: potency is read from the fitted curve at half-maximal effect; % is scaled to controls: 0 for no effect and ±100 for the full control effect; nearly all actives have a fitted effect of over 75% in size
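G9a (20 nM) was preincubated 15 min with compound, then reacted 2 h at room temperature with 500 nM biotin-H3K9 peptide and 20 µM SAM. Monomethyl-H3K9 detected by AlphaScreen using anti-H3K9me1 antibody.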
PI4K2A block: blocks human PI4K2A kinase activity | Q9BTU6 | purified PI4K2A, ADP-Glo luminescence, 1 h; stronger effect = lower value | activity change, negative = inhibition, % at 76.9 µM | 0.13% of 420,000 active | AID 1346378; in the data active = activity change below about -50%; inconclusive = mostly about -30% to -49%;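 also: -100% = wells without enzyme as full effect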
Target sequence (Q9BTU6 whole entry, looked up): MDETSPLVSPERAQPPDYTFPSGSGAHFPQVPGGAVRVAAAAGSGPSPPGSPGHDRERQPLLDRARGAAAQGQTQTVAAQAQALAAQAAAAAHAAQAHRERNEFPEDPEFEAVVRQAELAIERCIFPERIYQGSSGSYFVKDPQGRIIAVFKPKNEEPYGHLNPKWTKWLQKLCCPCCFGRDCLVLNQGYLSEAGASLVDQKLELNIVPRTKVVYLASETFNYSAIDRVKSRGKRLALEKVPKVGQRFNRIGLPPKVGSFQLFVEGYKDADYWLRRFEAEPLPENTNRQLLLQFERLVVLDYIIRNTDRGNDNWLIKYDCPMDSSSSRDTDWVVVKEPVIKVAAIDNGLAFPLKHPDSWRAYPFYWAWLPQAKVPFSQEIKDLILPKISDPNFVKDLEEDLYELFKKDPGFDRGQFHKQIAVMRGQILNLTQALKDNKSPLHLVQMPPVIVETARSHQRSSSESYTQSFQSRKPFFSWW
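Compounds are screened against recombinant PI4K2A using PI as substrate and ATP, the latter dispensed at 300 microM. Reactions run one hour at ambient temperature before ADP-Glo detection; full inhibition defined by wells lacking enzyme.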
BAZ2B inh: BAZ2B (human) inhibition; Q9UIF8; AlphaScreen BAZ2B-H3K14Ac peptide displacement; Potency, µM (series often up to 114 µM), for the others: top-dose activity change, negative = inhibition, usual class: inhibitors; 4.4% of 360,000 active; AID 504333; also: potency is read from the fitted curve at half-maximal effect; % is scaled to controls: 0 for no effect and ±100 for the full control effect; nearly all actives have a fitted effect of over 60% in size
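Complex of BAZ2B and biotin-H3K14Ac (50 nM apiece) forms over 30 min at RT, then faces library compounds up to 110 uM for another 30 min; AlphaScreen beads added, 20 min dark incubation, luminescence read.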
Tb PGK inh: T. brucei PGK inhibition. Potency, µM (doses to about 57.5 µM), for inactives: top-dose activity change, negative = inhibition, actives largely listed as inhibitors. PGK/GAPDH coupled, Kinase-Glo luminescence, 60 min. 0.043% of 380,000 active; also: potency is read from the fitted curve at half-maximal effect; % is scaled to controls: 0 for no effect and ±100 for the full control effect; nearly all actives have a fitted effect of over 60% in size
Target sequence (P07378 whole entry, looked up): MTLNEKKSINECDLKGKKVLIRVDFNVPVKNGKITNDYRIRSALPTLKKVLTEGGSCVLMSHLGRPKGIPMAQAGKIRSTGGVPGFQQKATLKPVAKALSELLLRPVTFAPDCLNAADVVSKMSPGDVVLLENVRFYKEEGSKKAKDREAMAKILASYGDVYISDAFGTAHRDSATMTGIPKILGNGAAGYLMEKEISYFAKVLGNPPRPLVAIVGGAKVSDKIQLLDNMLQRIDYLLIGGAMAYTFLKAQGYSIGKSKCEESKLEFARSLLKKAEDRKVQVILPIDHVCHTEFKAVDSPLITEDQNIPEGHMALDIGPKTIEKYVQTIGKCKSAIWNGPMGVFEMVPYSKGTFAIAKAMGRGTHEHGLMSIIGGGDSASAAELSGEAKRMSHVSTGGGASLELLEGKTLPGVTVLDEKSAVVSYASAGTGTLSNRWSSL
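Recombinant glycosomal PGK reaction used 1,3-bisphosphoglycerate generated in-well by GAPDH (100nM final) in 100mM TEA pH 7.6, 5mM MgCl2, 0.01% Tween-20. After 60 minutes at room temperature, ATP was read by Kinase-Glo Plus luminescence end-point.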
The depositor's hits bear a star; i = inactive; ? = inconclusive; nt = not tested or not shown; & = joins results of further samples; [ ] = remark or other dose. Unless noted, calls follow the shape of the dose curve; as a rule, active = well fitted curve in the direction sought with a large enough effect; inconclusive = small, poorly fitted or top-dose-only effect, or another doubt; inactive = no such curve, though single readings can be large; an effect the other way counts as inactive or inconclusive.

No.	SMILES	JMJD2A Tudor inh	ERG Ets-DNA blk	GLS inhibitor	HP1b chromo inh	Pin1 inhibitor
1	CCCCOC(=O)CCn1[nH]c(=O)c2ccccc2c1=O	-11%	-8%	3%	10%	-3%
2	Cc1[nH]c2ccccc2c1C(=O)C(=O)NCCCn1ccnc1	-11%	3%	1%	15%	1%
3	COc1cc(/C=C(\C#N)C(=O)Nc2ccccc2)ccc1OCCN1CCOCC1	-19%	12%	0%	24%	0%
4	CC(NC(=O)C1CC1)C(c1cccs1)N1CCN(c2ccccc2)CC1 (stereo unspecified)	-14%	-2%	12%	33%	5%
5	O=C(Nc1cccc(NC(=O)c2ccco2)c1)c1cccc(Br)c1	-24%	-3%	1%	8%	0%
6	COc1cccc(CNC(=O)CCn2c(=O)oc3ccccc32)c1	-15%	7%	-10%	10%	-2%
7	CCOC(=O)[C@@H]1[C@H]2COc3cc(OC)ccc3[C@H]2N2C(=O)N(c3cccc(Cl)c3)C(=O)[C@]12C	-6%	6%	-24%	59%[activator]	15%
8	C=CC(COCc1ccccc1)N(C(=O)OC(C)(C)C)S(=O)(=O)c1ccccc1Br (stereo unspecified)	29%&37%	7%	-4%	90%&131%[activator]	-25%&-6%
9	CCCCNC(=O)CSc1nc2ccccc2n1S(=O)(=O)c1ccc(Br)cc1	-9%	0%	24%	20%	-6%
10	CC(C)(C)[C@@H]1C=C(C(N)=O)O[C@H](OCc2ccc(CO)cc2)C1	-4%	3%	-12%	28%	-1%
11	O=c1[nH]c2cc3c(cc2cc1C(c1nnnn1Cc1ccccc1)N1CCN2CCCC2C1)OCCO3 (stereo unspecified)	-13%	nt	7%	26%	37%[activator]
12	COc1cc(OC)cc(-c2nnc(SCC(=O)N3CCOCC3)o2)c1	9%	-2%	-5%	17%	3%
13	COc1ccccc1N1CCN(C(=O)c2oc3ccccc3c2NC(=O)C(C)Oc2ccccc2)CC1 (stereo unspecified)	-33%	-1%	-3%	3%	-5%
14	NS(=O)(=O)c1ccc(NC(=O)CCC2CCCCC2)cc1	-7%	nt	17%	28%	-6%
15	CCOC(=O)c1c(C)[nH]sc1=S	25µM*	-8%	?	?	3%

No.	G9a inh	PI4K2A block	BAZ2B inh	Tb PGK inh
1	-2%[59 µM]	2	-3%	2%
2	0%	1	-28%	9%
3	nt	-4	-8%	1%
4	-1%[59 µM]	6	11%	-8%
5	-2%	1	-14%	-2%
6	-12%[59 µM]	-1	-1%	-3%
7	-16%	8	-14%	0%
8	34%[12.7 µM]	-2	19%	-9%
9	?	-1	-10%	2%
10	3%[12.7 µM]	6	4%	0%
11	?	-2	-38%	-2%
12	17%[59 µM]	-17	-4%	-5%
13	-36%[59 µM]	-3	-1%[57.1 µM]	-1%
14	3%[59 µM]	7	0%	nt
15	3.5µM*	-4	-3%	1%

Later entries
No.	SMILES	JMJD2A Tudor inh	ERG Ets-DNA blk	GLS inhibitor	HP1b chromo inh	Pin1 inhibitor
16	CCN(CC(=O)Nc1ccc2c(c1)OCCO2)C(=O)/C=C/c1cccc(C(F)(F)F)c1	-28%	-2%	2%	23%	-2%
17	C=CCOC(=O)C1C(=O)CC(C)(O)C(C(=O)OCC=C)C1c1ccc(OC)cc1 (stereo unspecified)	-3%[11.4 µM]	-2%	-9%	67%[activator]	2%
18	COC(=O)c1cc2oc(C)cc2n1Cc1c(C)cc(C)cc1C	-24%	5%	-9%	20%	-7%
19	Cc1ccccc1-n1c(SCC(=O)N2CCOCC2)nc(O)c(Cc2ccccc2)c1=O	0%	-4%	-2%	26%	-1%
20	O=Cc1c(OCc2ccccc2)ccc2ccccc12	61%[activator]	3%	-11%	43%	-1%
21	COCCCn1c(=O)c2ccccc2n(CC(=O)NCCC2=CCCCC2)c1=O	6%	-6%	-4%	51%[activator]	-5%
22	COc1cccc(CNC(C)(C)CO)c1OCc1ccc(Cl)cc1	-14%[11.4 µM]	-4%	-2%	44%[activator]	-3%
23	c1ccc(CNc2nc(-c3cccs3)nc3ccccc23)nc1	-21%	2%	-14%	20%	0%
24	O=C(CSc1nc(-c2ccccc2)c(-c2ccccc2)[nH]1)Nc1nccs1	?	2%	0%	7%	1%
25	CCn1cc(/C=C(\NC(=O)c2ccc(OC)c(OC)c2)C(=O)NCCN2CCOCC2)c2ccccc21	-25%	9%	18%	28%	32%[activator]
26	Cc1nc2ccccc2nc1CSc1nncs1	-10%	0%	0%	29%	0%
27	Cc1cccc(CN2C(=O)c3ccccc3Sc3ccc(C(=O)NCc4cccs4)cc32)c1	-23%	-1%	-5%	20%	44%[activator]
28	COc1ccc(CCNC(=O)c2ccccc2SC)cc1	-24%	-5%	45%[activator]	10%	-7%
29	O=C(COC(=O)C1CCC1)NC(=O)c1ccccc1	-14%	11%	2%	31%	-1%
30	COc1ccc(C(CCNCc2ccc(OC)c(OC)c2)c2ccc(F)cc2)cc1 (stereo unspecified)	-11%	-15%	6%	3%	-3%

No.	G9a inh	PI4K2A block	BAZ2B inh	Tb PGK inh
16	nt	-2	nt	-7%
17	-8%	-2	-2%	-2%
18	4µM*	-1	?	-11%
19	nt	2	-9%	3%
20	30%[59 µM]	-1	-12%	i
21	7%	-2	-1%	3%
22	7%	0	-19%	5%
23	30%	1	nt	-2%
24	17%[2.33 µM]	-7	-12%	-13%
25	-11%	-4	-8%	3%
26	?	2	-9%	i
27	4%[59 µM]	0	-5%	5%
28	nt	1	-9%	i
29	?	0	25%	-9%
30	5%	3	-25%	-8%

(cont.)
No.	SMILES	JMJD2A Tudor inh	ERG Ets-DNA blk	GLS inhibitor	HP1b chromo inh	Pin1 inhibitor
31	COc1ccc(OC)c(-c2csc(NC(=O)C3c4ccccc4Oc4ccccc43)n2)c1	?	-11%	7%	3%	20%
32	CCOC(=O)N1CCC(NC(=O)Cn2cc3c(n2)CCCC3)CC1	-19%	7%	4%	30%	-1%
33	O=C(CN1C(=O)NC2(CCCCC2)C1=O)N1CCN(S(=O)(=O)c2ccc(Cl)s2)CC1	-22%	-19%	-3%	-6%	-5%
34	Cc1cc(NC(=O)CSc2nnc(N)s2)c([N+](=O)[O-])cc1C	-17%	-3%	0%	15%	-1%
35	Oc1nc(Nc2ccccc2)sc1/C=C1\C=Nc2ccccc21	-29%	11%	3%	29%	19%
36	Nc1cccc2[nH]c(=O)c3ccccc3c12	-12%	11%	3%	15%	-1%
37	COc1ccc(N2CCN(CCS(=O)(=O)c3cc(Cl)ccc3Cl)CC2)cc1	?	-2%	25%	-22%	-3%
38	COCCCNC(=O)C1CCN(c2cc(C)nc3c(-c4ccc(OC)c(OC)c4)c(C)nn23)CC1	-9%	-3%	-14%	48%[activator]	-3%
39	O=S(=O)(NC1CCC(NS(=O)(=O)c2c(F)cccc2F)CC1)c1ccc2c(c1)OCCO2 (stereo unspecified)	-28%&-8%	nt	-18%	17%	3%&0%
40	CC(=O)Nc1cccc(/C(C)=N/Nc2nc3ccccc3s2)c1	-14%	-1%	0%	20%	5%
41	N#Cc1c[nH]n2c(NC3CCCC3)c(-c3cccc(Br)c3)nc12	-25%	1%	-22%	3%	-1%
42	COc1ccccc1/C=C/C=N/NC(=O)Cc1cccn1C	?	nt	1%	-20%	?
43	CCCCCN(C(=O)CCC(=O)OCC(=O)N1C(C)CCCC1C)c1c(N)n(CCCC)c(=O)[nH]c1=O (stereo unspecified)	-6%	4%	-3%	43%[activator]	-5%
44	CCCCOc1ccccc1C1CC(=O)Nc2ccc3ccccc3c21 (stereo unspecified)	-29%	-3%	3%	24%	7%
45	CCc1nn(CC(=O)NC2CC2)c(=O)c2cc3c(OC)cccc3n12	-12%	-2%	1%	0%	-1%

No.	G9a inh	PI4K2A block	BAZ2B inh	Tb PGK inh
31	?	1	?	2%
32	-6%[59 µM]	-3	7%	-6%
33	18µM*	4	12%	-6%
34	?	-19	-12%	7%
35	nt	2	-10%	0%
36	nt	3	nt	-2%
37	-12%[2.33 µM]	2	45µM*	-4%
38	-34%[59 µM]	5	-23%	-4%
39	-13%[2.33 µM]	-2	1%	-4%
40	12%	20	-26%	4%
41	-13%[59 µM]	-2	-4%	-4%
42	?	-7	?	i
43	-12%	3	-2%	1%
44	-39%[59 µM]	0	?	0%
45	2%[59 µM]	-6	0%	-7%

4 entries picked at random from those above, as already listed:
No.	SMILES	JMJD2A Tudor inh	ERG Ets-DNA blk	GLS inhibitor	HP1b chromo inh	Pin1 inhibitor
44	CCCCOc1ccccc1C1CC(=O)Nc2ccc3ccccc3c21 (stereo unspecified)	-29%	-3%	3%	24%	7%
39	O=S(=O)(NC1CCC(NS(=O)(=O)c2c(F)cccc2F)CC1)c1ccc2c(c1)OCCO2 (stereo unspecified)	-28%&-8%	nt	-18%	17%	3%&0%
37	COc1ccc(N2CCN(CCS(=O)(=O)c3cc(Cl)ccc3Cl)CC2)cc1	?	-2%	25%	-22%	-3%
36	Nc1cccc2[nH]c(=O)c3ccccc3c12	-12%	11%	3%	15%	-1%

No.	G9a inh	PI4K2A block	BAZ2B inh	Tb PGK inh
44	-39%[59 µM]	0	?	0%
39	-13%[2.33 µM]	-2	1%	-4%
37	-12%[2.33 µM]	2	45µM*	-4%
36	nt	3	nt	-2%

Screens as filed in PubChem BioAssay.

Not a hit list; overall some 11% were active at least once.
